D2 potentiator: HTS Assay for Positive Allosteric Modulators of the Human D2 Dopamine Receptor: Primary Screen for Potentiators. D(2) dopamine receptor (Homo sapiens), P14416. HEK293 T-REx D2, calcium flux, EC20 dopamine potentiation. potentiation, % at 10 µM. actives 0.34% (n = 340,000);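 active = potentiation over 3 SD above the plate norm, cut at about 30% in these data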; note: 0% is about no effect
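Tetracycline-induced HEK293 T-REx cells force-coupled to calcium signalling expressed D2; compounds were pin-added after a 10 s baseline, read kinetically 180 s, then an EC20 dopamine challenge followed with a further 180 s calcium read.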
RXFP1 antag: qHTS Assay for Antagonists of the Relaxin Receptor RXFP1. Relaxin receptor 1 (Homo sapiens), Q9HBX9. HEK293-RXFP1, relaxin-stimulated cAMP HTRF, 30 min; stronger effect = lower value. activity change, negative = inhibition, % at 57.5 µM. actives 0.59% (n = 350,000);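 active = activity change of -60% or lower, but not beyond a set lower limit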; note: % is set by controls: 0 for no effect and ±100 for the full control effect
TRHR enhancer: qHTS for Small Molecule Agonists and Allosteric Enhancers of Human TRH Receptor: Primary Screen for Enhancers. Thyrotropin-releasing hormone receptor (Homo sapiens), P34981. TRHR cells, fluo-8 calcium fluorescence, EC20 TRH enhancement. enhancement, % at 2 µM. actives 0.66% (n = 360,000). AID 493056, 2011; in the data active = enhancement above about 30%; note: 0% is about no effect
Target sequence (P34981 whole entry, looked up): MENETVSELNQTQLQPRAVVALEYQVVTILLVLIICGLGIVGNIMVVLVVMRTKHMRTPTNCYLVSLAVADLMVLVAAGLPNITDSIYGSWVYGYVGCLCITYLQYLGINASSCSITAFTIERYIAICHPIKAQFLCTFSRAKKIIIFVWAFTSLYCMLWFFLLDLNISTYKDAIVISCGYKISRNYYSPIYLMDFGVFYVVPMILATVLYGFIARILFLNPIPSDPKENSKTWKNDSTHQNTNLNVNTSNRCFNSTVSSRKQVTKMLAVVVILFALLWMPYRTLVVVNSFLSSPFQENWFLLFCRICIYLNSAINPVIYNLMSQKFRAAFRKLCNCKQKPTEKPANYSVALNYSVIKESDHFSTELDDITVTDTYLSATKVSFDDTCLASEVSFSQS
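TRHR-expressing cells loaded with fluo-8 calcium dye were read kinetically (ex 480/em 530) during compound addition, then stimulated with an EC20 of TRH (10 nM final). Enhancement of the Gq-mediated intracellular calcium response was scored.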
D2 ag: HTS Assay for Allosteric Agonists of the Human D2 Dopamine Receptor: Primary Screen for Agonists; actives 0.53% (n = 340,000); activation, % at 2 µM; AID 485358, 2010; HEK293 T-REx D2 cells, calcium flux agonist mode;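 active = activation over 3 SD above normal in the single-dose calcium agonist read, cut at about 30% in these data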; note: 0% is about no effect
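Tetracycline-induced HEK293 T-REx cells with force-coupled D2 receptor, plated overnight at 30 C, loaded with no-wash calcium dye. After a 10 s baseline, compound was pin-added and calcium flux read kinetically for 180 s; calcium rises flagged agonists.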
D1 PAM: Potentiators of Human D1 Dopamine Receptor: qHTS; D(1A) dopamine receptor (Homo sapiens), P21728; HEK293 TREx D1 cells, calcium flux, dopamine EC20 potentiation; potentiation, % at 10 µM; actives 0.036% (n = 360,000); AID 504651, 2011; in the data active = potentiation above about 30%; note: 0% is about no effect
Target sequence (P21728 whole entry, looked up): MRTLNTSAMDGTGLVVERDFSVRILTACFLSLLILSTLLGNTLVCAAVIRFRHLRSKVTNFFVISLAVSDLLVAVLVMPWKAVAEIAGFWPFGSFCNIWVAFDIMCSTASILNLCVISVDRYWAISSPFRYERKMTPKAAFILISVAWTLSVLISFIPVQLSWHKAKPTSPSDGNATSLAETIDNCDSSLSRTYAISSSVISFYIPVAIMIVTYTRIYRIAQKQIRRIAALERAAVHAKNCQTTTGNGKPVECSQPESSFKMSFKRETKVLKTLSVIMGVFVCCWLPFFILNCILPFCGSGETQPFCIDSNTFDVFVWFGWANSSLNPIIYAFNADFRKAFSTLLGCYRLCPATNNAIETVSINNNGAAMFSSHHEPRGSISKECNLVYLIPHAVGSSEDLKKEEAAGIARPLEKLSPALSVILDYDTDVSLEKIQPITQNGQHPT
D1 antag: Antagonist of Human D 1 Dopamine Receptor: qHTS | D(1A) dopamine receptor (Homo sapiens), P21728 | HEK293 TREx D1 cells, calcium flux, dopamine EC80; stronger effect = lower value | activity change, negative = inhibition, % at 10 µM | actives 3.2% (n = 360,000) | AID 504652, 2011; in the data active = activity change below about -30%; note: % is set by controls: 0 for no effect and ±100 for the full control effect
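After overnight tetracycline induction at 30 C, force-coupled D1 HEK293 cells took up a no-wash calcium dye at room temperature. Compounds were added and monitored 180 s, and the response to EC80 dopamine was then recorded.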
D2 antagonist: HTS Assay for Allosteric Antagonists of the Human D2 Dopamine Receptor: Primary Screen for Antagonists; D(2) dopamine receptor (Homo sapiens), P14416; HEK293 TREx D2 cells, calcium flux, dopamine EC80; inhibition, % at 10 µM; actives 2% (n = 340,000); AID 485344, 2010; in the data active = inhibition above about 30%; note: 0% is about no effect
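Measurement of antagonist activity uses fluorescent calcium dye in inducible HEK293 T-REx D2 cells: 10 s baseline, compound addition with 180 s read, EC80 dopamine addition with a further 180 s read.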
D1 agonist: Allosteric Agonists of the Human D1 Dopamine Receptor: qHTS | D(1A) dopamine receptor (Homo sapiens), P21728 | HEK293 T-REx D1 cells, calcium flux, agonist mode | activation, % at 2 µM | actives 1% (n = 360,000); note: 0% is about no effect
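Agonism was scored from calcium flux recorded over 180 s (1 read/s) after pintool compound addition, following a 10-cycle baseline. Cells were inducible force-coupled HEK293 TREx D1, plated overnight at 30 C and loaded with no-wash calcium dye.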
TRHR agonist: qHTS for Small Molecule Agonists and Allosteric Enhancers of Human TRH Receptor: Primary Screen for Agonists; TRHR cells, calcium flux fluo-8, FDSS agonist mode; Thyrotropin-releasing hormone receptor (Homo sapiens), P34981; activation, % at 2 µM; actives 0.18% (n = 360,000); note: 0% is about no effect
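Fluo-8-loaded TRHR cells; 10 s baseline, compound added, kinetic Ca2+ fluorescence read 1/s, agonist mode.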
Starred values were filed as active, the others as inactive; . = no result given. Cut-off read from the data, not from the text of the source, unless noted: active = activation above about 30%; inactive = the rest.

entry	smiles	D1 agonist	TRHR agonist	TRHR enhancer	D2 antagonist	D1 PAM	RXFP1 antag	D2 ag	D2 potentiator	D1 antag
1	CCCOC(=O)/C(=C\C=C\c1ccccc1)NC(=O)c1ccccc1	1	-1.4	-1	2	-5	-27	-1.1	12	-4
2	COc1ccc(CNC(=O)CN(c2cccc(OC)c2)S(C)(=O)=O)cc1	1	0.2	-5	6	-5	-17	0.1	-4	0
3	O=C(CNC(=O)c1ccc(Br)o1)NCC(=O)OCc1ccccc1	1	0.1	30*	-8	-7	2	-0.3	1	5
4	COc1ccc(NC(=O)CNC(=O)c2nn(-c3ccc(OC)c(Cl)c3)c(=O)c3ccccc23)c(OC)c1	0	-0.3	-3	-22	-3	-8	-0.3	4	2
5	CC(=O)NS(=O)(=O)c1ccc(N2C(=O)c3ccccc3C2=O)cc1	1	0.3	0	2	-1	3	2.6	2	-11
6	O=C(CSc1nnc(-c2ccc(F)cc2)o1)c1ccc2c(c1)OCCO2	4	0.6	2	6	-2	-4	0.3	8	-2
7	CCCCCn1c(=O)c(Cc2ccccc2)c(O)c2ccccc21	0	-0.4	-8	-11	2	7	-0.4	-3	5
8	Cc1cc(C(=O)CN2CCN(CC(=O)Nc3cccc(F)c3)CC2)c(C)n1C1CC1	2	-0.4	-3	15	-2	1	-1.4	16	3
9	Cn1nccc1C(=O)OCC(=O)Nc1nc(-c2ccccc2)cs1	12	-0.9	3	19	-7	-16	0.1	15	-26
10	Cc1ccc(S(=O)(=O)N2CCN(C(=O)COC(=O)CCOc3ccc(C(C)(C)C)cc3)CC2)cc1	9	0.7	-2	12	1	8	0.0	20	-23
11	O=C(COc1ccc(F)cc1)Nc1nccs1	0	-1.1	-1	2	-2	.	-0.3	10	2
12	O=C1[C@H]2CC3C=CC2(O3)[C@@H]2OCCCN12 (stereo partly specified)	1	-0.8	-2	-13	4	.	-0.7	12	-3
13	COC(=O)c1ccc(C2c3[nH]c4ccccc4c3C[C@H]3C(=O)N(C)CC(=O)N23)cc1 (stereo partly specified)	5	1.8	-3	-18	0	0	0.3	-8	9
14	CCn1c(SC(C)C(=O)N2CCOCC2)nc2sc(C)c(C)c2c1=O (stereo unspecified)	-1	-0.2	-2	-7	5	-9	-0.4	1	17
15	COc1ccccc1CN(CC(=O)NCc1ccc(F)cc1)C(=O)c1csnn1	0	-0.8	-12	-10	-4	4	-1.2	-2	1
16	COc1ccc(CCNC(=O)C/C(C)=N/NC(=O)c2ccc([N+](=O)[O-])cc2Cl)cc1OC	-4	0.7	-6	-7	3	-16	1.2	10	2
17	CC(CNc1ccc([N+](=O)[O-])c2cccnc12)Nc1c([N+](=O)[O-])cc(C(F)(F)F)cc1[N+](=O)[O-] (stereo unspecified)	3	0.8	-5	0	-4	.	0.5	-6	13
18	Cc1ccc(-c2nc3ccccc3n3c(C)nnc23)cc1	1	-0.2	1	-4	1	.	1.1	-9	-10
19	O=C(NCCCN1CCC(Cc2ccccc2)CC1)c1ccc2nc(N3CCOCC3)sc2c1	20	2.8	-8	48*	-5	-7	-0.1	-20	-7
20	Cc1ccc(NC(=O)/C(=C\c2cccnc2)NC(=O)c2ccco2)cc1	5	0.2	2	-9	6	-5	-0.2	-13	-1
21	O=c1nc(/C=C/c2ccccc2C(F)(F)F)cc(C(F)(F)F)[nH]1	3	0.0	5	32*	-3	-2	-2.2	9	-19
22	Cc1nc2c(-c3ccccc3)c(C)nn2c(C)c1CCC(=O)NC(C)c1ccccc1 (stereo unspecified)	0	0.1	-3	.	-6	.	-0.6	-5	-26
23	CC1CN(C(=O)CNC(=O)Cc2cccc3ccccc23)CC(C)O1 (stereo unspecified)	0	0.4	-6	-22	-5	1	0.7	-11	-2
24	O=C(CNS(=O)(=O)c1ccccc1)Nc1ccc(C(F)(F)F)cc1	3	-0.5	-3	-7	-2	-6	-0.4	-13	-9
25	O=C1OC(Nc2ccc(Br)cc2F)c2ccccc21 (stereo unspecified)	3	-0.5	3	-8	-2	15	0.3	5	1
26	Cc1cnn(C(=S)NCC2CCCO2)c1 (stereo unspecified)	0	-0.1	13	4	13	-1	-0.1	-1	-7
27	CCCC(=O)Nc1ccc2c(c1)nc(CN1CCN(C(C)=O)CC1)n2C	2	0.6	6	-13	-4	-7	0.1	-12	-25
28	COc1ccc(-c2nc(C)c(CCNC(=O)c3cccs3)s2)cc1OC	0	-0.3	2	.	-4	.	.	10	32
29	COc1ccccc1C(=O)Nc1ccnn1C1CCN(C2CCSCC2)CC1	3	-0.2	-2	1	-8	-18	0.1	-5	3
30	CCOCc1nnc(NC(=O)C2CC(=O)N(C3CCCC3)C2)s1 (stereo unspecified)	4	0.1	-4	-1	8	-26	0.3	5	0

With a hit mark in D2 antagonist (from the list above):
No.	smiles	D1 agonist	TRHR agonist	TRHR enhancer	D2 antagonist	D1 PAM	RXFP1 antag	D2 potentiator	D1 antag
19	O=C(NCCCN1CCC(Cc2ccccc2)CC1)c1ccc2nc(N3CCOCC3)sc2c1	20	2.8	-8	48*	-5	-7	-20	-7
21	O=c1nc(/C=C/c2ccccc2C(F)(F)F)cc(C(F)(F)F)[nH]1	3	0.0	5	32*	-3	-2	9	-19

Following part:
entry	smiles	D1 agonist	TRHR agonist	TRHR enhancer	D2 antagonist	D1 PAM	RXFP1 antag	D2 ag	D2 potentiator	D1 antag
31	CCOC(=O)Nc1c(Cl)n(C)c(=O)n(C)c1=O	2	0.2	16	.	0	8	.	.	17
32	CCc1c(CN2CCN(c3ccccc3F)CC2)csc1C	1	-0.2	3	.	-4	-24	.	-26	6
33	Cc1cc(C(=O)N2CCN(c3cccc(C)c3C)CC2)c2c(C)nn(-c3ccccc3)c2n1	3	0.7	-4	.	0	8	0.5	3	-1
34	NC(=O)Cc1ccc2c(c1)[nH]c1ccccc12	7	0.3	2	-1	-2	-11	0.6	-5	2
35	CN(Cc1cccs1)C(=O)CCNS(=O)(=O)c1ccc(Br)cc1	13	-0.1	2	-25	.	0	-0.3	6	-17
36	CCOc1cnc(C(=O)NNC(=O)C(Br)C(C)C)o1 (stereo unspecified)	1	0.4	1	1	0	-4	0.6	-5	-16
37	Cc1cc(SCC(=O)Nc2ccccc2C)nc(C)n1	5	0.2	-2	7	2	6	-0.1	2	12
38	Cc1cc([N+](=O)[O-])cc2ncccc12	-2	0.2	8	-9	-1	2	0.0	1	.
39	O=P(c1ccccc1)(c1ccccc1)c1nc(-c2ccccc2)oc1NCc1ccccc1	2	0.6	2	-13	3	-3	0.4	6	8
40	Cc1oc2ccc(OCc3ccccc3Cl)cc2c1C(=O)O	2	-0.8	0	6	-3	-2	-0.8	-5	8

Continued; the last two above are carried over.
entry	smiles	D1 agonist	TRHR agonist	TRHR enhancer	D2 antagonist	D1 PAM	RXFP1 antag	D2 ag	D2 potentiator	D1 antag
39	O=P(c1ccccc1)(c1ccccc1)c1nc(-c2ccccc2)oc1NCc1ccccc1	2	0.6	2	-13	3	-3	0.4	6	8
40	Cc1oc2ccc(OCc3ccccc3Cl)cc2c1C(=O)O	2	-0.8	0	6	-3	-2	-0.8	-5	8
41	O=C(N/N=C1/CC2C=CCC12)c1cccs1 (stereo unspecified)	2	0.0	4	1	-5	-7	0.2	8	-22
42	Cc1ccc(N2C(=O)Nc3ccccc3C2(O)C(=O)NCCCOC(C)C)cc1C (stereo unspecified)	4	1.3	21	-11	-7	10	-0.2	15	-7
43	COc1cccc(-n2c(SCC(=O)N3CCCc4ccccc43)nc3c([nH]c4ccccc43)c2=O)c1	0	0.3	-5	.	3	.	1.0	-6	-35*
44	Cc1ccc(S(=O)(=O)Cc2nc3ccccc3c(=O)[nH]2)cc1	4	0.7	-4	26	-4	0	0.0	-4	-11
45	CCOC(=O)c1sc(=S)n(CC)c1NC(=O)C1CC1	0	-0.1	-6	-8	-7	4	0.9	-1	-7
46	Cc1ccc(CNC(=O)CN2CCN(c3ccc(F)cc3)CC2)cc1	1	-0.1	1	20	-7	-3	0.0	-15	-5
47	COc1ccc2c(c1)C(C1=C(O)CC(C)(C)CC1=O)C1=C(CC(C)(C)CC1=O)O2 (stereo unspecified)	2	0.4	8	-1	3	-4	-0.2	-4	-8
48	CCOc1cc(C(=O)Nc2ccc3oc(-c4ccc(CC)cc4)nc3c2)cc(OCC)c1OCC	4	1.4	36*	.	0	.	.	10	-11
49	CC1CN(c2nc3ccccc3cc2-c2ccccc2)CC(C)O1 (stereo unspecified)	0	0.1	4	-10	4	-26	3.7	1	-8
50	Cc1cc(C(=O)Nc2ccc(Cl)c(S(=O)(=O)N3CCOCC3)c2)c2ccccc2n1	13	1.3	-8	29	-1	7	0.3	18	-2
51	O=c1cc(-c2ccccc2)nc2nc(COc3ccccc3)[nH]n12	1	-0.8	-6	2	-3	-8	-1.4	11	5
52	COc1ccc(CNC(=O)c2onc(C)c2Cl)cc1	1	-0.2	2	13	-2	.	-0.4	-7	3
53	CCOC(=O)c1c(N)n(-c2ccc(Cl)c(Cl)c2)c2nc3ccccc3nc12	1	0.1	-3	.	-1	.	0.2	0	-14
54	Cc1nn(-c2ccccc2)c(C)c1/C=N/Nc1nc2ccccc2[nH]1	-1	-0.6	18	.	-7	-6	.	-17	-6
55	CC(C)N(Cc1ccccc1)C(=O)c1cnc2n(c1=O)CCS2	-2	0.8	3	-12	2	-1	-0.2	7	4

Screening data deposited in PubChem BioAssay by National Center for Advancing Translational Sciences (NCATS).
